Bioassay records: PubChem, Sanford-Burnham Center for Chemical Genomics
Apaf-1 inh: inhibitors of human Apaf-1 apoptosome, primary screen, biochemical, DEVD-Rh110 fluorescence, uHTS. 330,000 tested, 0.71% active. reconstituted apoptosome caspase-3 activity. inhibition, % at 20 µM. AID 489030, 2010. Apoptotic protease-activating factor 1 (Homo sapiens), O14727; active means inhibition of at least 40% at 20 µM;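 further: plate controls were DMSO wells for no effect and DEVD-CHO caspase inhibitor wells for full effect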
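Material: cell-free apoptosome with Apaf-1, procaspase-3 and caspase-9; Buffer or medium: Hepes pH 7.5 with detergent and BSA; Reagent: cytochrome c trigger plus (Z-DEVD)2-Rh110 caspase-3 substrate; Times: compound with Apaf-1, dATP, procaspase-3 30 min, then 50 min reaction, room temperature; Technique: Rh110 fluorescence intensity.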
SENP7 inh: SENP7 protease inhibitors, primary screen, biochemical, luminescence, uHTS. Sentrin-specific protease 7 (Homo sapiens), Q9BQF6. recombinant SENP7, Z-RLRGG-aminoluciferin luminescence, 40 min. inhibition, % at 5 µM. 330,000 tested, 1.5% active;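 active means inhibition above about 50% at the single test dose, limit read from the data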;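 further: plate controls were DMSO with enzyme for no effect and no enzyme buffer wells for full effect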
SENP8 block-1: SENP8 protease inhibitors, primary screen, biochemical, luminescence; purified SENP8, Z-RLRGG-aminoluciferin cleavage; inhibition, % at 10 µM; 330,000 tested, 1.2% active; AID 2540, 2010; in the data active means inhibition above about 50%
SENP6 block: SENP6 protease inhibitors, primary screen, biochemical, luminescence, uHTS | Sentrin-specific protease 6 (Homo sapiens), Q9GZR1 | Recombinant SENP6 catalytic domain, aminoluciferin luminescence | inhibition, % at 10 µM | 330,000 tested, 1.8% active;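 active means inhibition above about 50% at the single tested dose, limit read from the data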;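 further: plate controls were DMSO wells with enzyme for no effect and DMSO wells lacking enzyme for full effect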
APOBEC3G inh: APOBEC3G DNA deaminase inhibitors, primary screen, biochemical, fluorescence, single-stranded DNA substrate, uHTS; recombinant A3G, ssDNA deamination FAM/TAMRA fluorescence; inhibition, % at 20 µM; 330,000 tested, 0.28% active; AID 493012, 2011;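 active means inhibition of at least 40% at 20 µM, with no more than 30% in the related APOBEC3A deaminase screen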;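 further: plate controls were DMSO wells with A3G for no effect and wells lacking A3G enzyme for full effect; some compounds called inactive have numbers as strong as hits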
SENP8 block-2: human SENP8 protease inhibitors, primary screen, biochemical, fluorescence, Nedd8 protein substrate, uHTS. 360,000 tested, 0.64% active. Sentrin-specific protease 8 (Homo sapiens), Q96LD8. inhibition, % at 20 µM. recombinant SENP8. AID 602440, 2012; in the data active means inhibition mostly above about 40%, no sharp cut-off; inactive means mostly below about 27%
UBC13 inh: UBC13 polyubiquitin chain formation inhibitors, primary screen, biochemical, TR-FRET, uHTS. Ubiquitin-conjugating enzyme E2 N (Homo sapiens), P61088. inhibition, % at 20 µM. 330,000 tested, 0.47% active; in the data active means inhibition above about 45%, passing the limit was not always enough
SENP1 FRET inh: human SENP1 catalytic domain inhibitors, primary screen, biochemical, FRET, uHTS; 360,000 tested, 0.21% active; recombinant SENP1 catalytic domain, CyPet-SUMO1-YPet FRET cleavage; Sentrin-specific protease 1 (Homo sapiens), Q9P0U3; inhibition, % at 10 µM;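 active means inhibition at least 30% at 10 µM, raw YFP signal under a set limit, fluorescence ratio 0.5 to 1.5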;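 further: 0% = enzyme with DMSO and 100% = no enzyme wells; some results filed as inactive read as strong as hits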
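Test system: human SENP1 catalytic domain; medium: Tris pH 8 buffer plus EDTA, NaCl, BME, BSA, NP40, catalase; incubation: 50 min reaction at room temperature; technique: FRET, CFP and YFP emission; controls: no-enzyme low control and enzyme-plus-DMSO high control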
An asterisk follows results filed as active; / = not tested or not shown.

No.	Structure	Apaf-1 inh	SENP7 inh	SENP8 block-1	SENP6 block	APOBEC3G inh	SENP8 block-2	UBC13 inh	SENP1 FRET inh
1	Cn1c(=O)oc2cc(S(=O)(=O)N3CCC(C(=O)NCc4ccc(F)cc4)CC3)ccc21	0	-4	5	2	-8	6	1	4
2	O=C1CSC(c2ccccc2Br)N1c1ccc(Cl)cn1 (stereo unspecified)	-7	5	3	-5	-9	8	1	1
3	Nc1ncnc(Nc2cc(Cl)cc(Cl)c2)c1[N+](=O)[O-]	8	-5	-10	15	-7	23	-20	2
4	CCc1cc(Cn2nc(-c3ccccc3)cc2C(=O)NCc2cccc(C(F)(F)F)c2)on1	1	-3	-4	-4	-11	7	8	3
5	CCc1nc(SCC(=O)Nc2ccc(F)cc2)c2c(=O)n(C)c(=O)n(C)c2n1	2	-5	0	0	-5	-2	-1	0
6	COc1ccccc1N1CCN(/N=C/C(Cl)=C/c2ccccc2)CC1	7	45	57*	72*	-7	14	1	1
7	O=C(Nc1nc(-c2ccccc2)cs1)c1ccc(S(=O)(=O)N2CCc3ccccc32)cc1	7	4	-7	-3	8	-1	-3	1
8	Cc1ccc(S(=O)(=O)CCC(=O)OCC(=O)N2CCN(S(=O)(=O)c3ccccc3)CC2)cc1	6	7	-6	5	-4	22	2	1
9	COc1cccc(C2CC(c3ccccc3Cl)n3ncnc3N2)c1 (stereo unspecified)	7	9	-2	-20	-4	10	6	1
10	CSc1nc2nc(-c3ccc(F)cc3)c(CCN3CCN(C)CC3)cn2n1	-16	7	-11	-12	-11	-3	-9	-2
11	COc1ccc(S(=O)(=O)N(CC(=O)NCc2cccnc2)c2ccc(C)cc2)cc1OC	-8	2	11	-16	-4	6	1	1
12	Cc1ccc2c(c1)C1(C(=O)N2C)N2CC3(C)CN1CC(C)(C2)C3=O (stereo unspecified)	-8	-8	-5	-16	3	13	-4	3
13	COc1ccc(NC(=O)CCC(=O)c2cccs2)cc1Cl	3	5	-9	-2	-6	12	7	0
14	CCN(CC)S(=O)(=O)c1ccc(C)c(NC(=O)COc2ccc(Cl)cc2Br)c1	2	-2	-5	-23	0	14	-21	-2
15	COc1ccc(NC(=O)Nc2cccs2)cc1OC	-22	14	-2	-5	0	-2	0	-2
16	COc1ccc(-c2noc(N3CCCC(C(=O)Nc4ccc(C(C)=O)cc4)C3)n2)cc1 (stereo unspecified)	6	28	29	35	-3	9	4	2
17	CC1CN(Cc2nnc(-c3ccccc3)o2)CC(C)O1 (stereo unspecified)	-17	0	-1	-6	-8	16	12	2
18	CC(NCc1ccccc1)c1ccccc1O (stereo unspecified)	-6	-2	1	4	-5	20	9	1
19	CCOC(=O)COc1cccc(C2NC(=O)c3ccccc3O2)c1 (stereo unspecified)	-16	-2	-6	-3	-7	-16	4	-1
20	COc1ccc(N2CC(O)(c3ccc(F)cc3)[N+]3=C2CCCC3)cc1 (stereo unspecified)	-3	5	7	2	-14	15	9	3
21	Cc1ccc(CNC(=O)CCc2ccccc2)cc1	-2	-6	-13	-8	-2	22	-15	4
22	C=CCOC(=O)C1=C(C)Nc2nnnn2C1c1cc(OC)ccc1OC (stereo unspecified)	-3	0	-1	5	-2	32	2	1
23	N#C/C(=C\c1c(F)cccc1Cl)S(=O)(=O)c1ccccn1	-23	6	-1	-7	5	8	-2	-2
24	CC1Cc2ccccc2N1S(=O)(=O)c1cccc(C(=O)N2CC(=O)Nc3ccccc32)c1 (stereo unspecified)	5	-3	-5	-21	-4	20	-5	-1
25	CC(C)CN(C(=O)CSc1nncn1C)C1CCS(=O)(=O)C1 (stereo unspecified)	7	6	-4	-6	-4	9	5	0
26	Cc1ccc([N+](=O)[O-])cc1N/C=C1\CCc2ccccc2C1=O	32	33	9	79*	5	-56	-24	4
27	COc1ccc(CN2CCNC(=O)C2CC(=O)NCCCC2CCCC2)c(F)c1 (stereo unspecified)	8	-7	-8	-10	0	-21	-2	-11
28	O=C(/C(=N\O)n1cncn1)c1ccc(Cl)cc1Cl	-3	1	-1	14	-6	19	-5	2
29	CN(C)NC(=O)c1cccc(Cl)c1	-10	9	-3	-6	-4	10	-2	2
30	COc1ccccc1C(c1nnnn1CC1CCCO1)N1CCN(c2ccccc2)CC1 (stereo unspecified)	7	-5	3	-5	-6	8	-4	1

Rewritten with two lines to a compound: part of the list above
Every second line gives: Apaf-1 inh	SENP7 inh	SENP8 block-1	SENP6 block	APOBEC3G inh	SENP8 block-2	UBC13 inh	SENP1 FRET inh
21: Cc1ccc(CNC(=O)CCc2ccccc2)cc1
    -2	-6	-13	-8	-2	22	-15	4
22: C=CCOC(=O)C1=C(C)Nc2nnnn2C1c1cc(OC)ccc1OC (stereo unspecified)
    -3	0	-1	5	-2	32	2	1
23: N#C/C(=C\c1c(F)cccc1Cl)S(=O)(=O)c1ccccn1
    -23	6	-1	-7	5	8	-2	-2

Continuation:
No.	Structure	Apaf-1 inh	SENP7 inh	SENP8 block-1	SENP6 block	APOBEC3G inh	SENP8 block-2	UBC13 inh	SENP1 FRET inh
31	CCC1CCCCN1C(=O)CSc1nc2c([nH]c3ccccc32)c(=O)n1C (stereo unspecified)	16	-5	3	-3	0	-7	-8	3
32	Cc1ccc(/C=C/C(=O)NC2=NCCS2)cc1	16	7	3	12	-11	12	-8	0
33	CCCCn1c(N)c(N(CC(C)C)C(=O)CCCSc2nncs2)c(=O)[nH]c1=O	1	-2	1	-11	-8	2	4	1
34	CCOC(=O)c1cc(C(=O)OCC)c2cccc(C)n2c1=O	0	10	-1	4	-8	-388	-4	-19
35	O=C(COC(=O)CN1C(=O)NC2(CCCC2)C1=O)Nc1c(Cl)cccc1C(F)(F)F	-2	0	8	-2	-5	14	-1	1
36	O=C(NC1CCCC1)C(c1ccccc1)N(Cc1ccco1)C(=O)Cc1cccs1 (stereo unspecified)	1	9	-3	5	-2	22	7	-1
37	CCN(CC(=O)NCc1cccs1)C(=O)c1ccc(S(=O)(=O)Nc2ccccc2F)cc1	-9	0	9	2	-3	25	-7	4
38	COc1cc(CNCCSc2nnnn2C)cc(Br)c1OCc1ccc(F)cc1	11	5	0	-19	-4	30	15	0
39	Cc1ccc(NC(=O)CSc2nnc(-c3cccnc3)n2CCN2CCCCC2)cc1	-3	5	-7	-3	0	15	-4	2
40	CSc1nc2nc3c(c(=O)n2[nH]1)CN(Cc1ccccc1)CC3	-3	0	-2	-6	1	-27	2	-1

Numbers 31–34 of the list above:
No.	Structure	Apaf-1 inh	SENP7 inh	SENP8 block-1	SENP6 block	APOBEC3G inh	SENP8 block-2	UBC13 inh	SENP1 FRET inh
31	CCC1CCCCN1C(=O)CSc1nc2c([nH]c3ccccc32)c(=O)n1C (stereo unspecified)	16	-5	3	-3	0	-7	-8	3
32	Cc1ccc(/C=C/C(=O)NC2=NCCS2)cc1	16	7	3	12	-11	12	-8	0
33	CCCCn1c(N)c(N(CC(C)C)C(=O)CCCSc2nncs2)c(=O)[nH]c1=O	1	-2	1	-11	-8	2	4	1
34	CCOC(=O)c1cc(C(=O)OCC)c2cccc(C)n2c1=O	0	10	-1	4	-8	-388	-4	-19

Later entries
No.	Structure	Apaf-1 inh	SENP7 inh	SENP8 block-1	SENP6 block	APOBEC3G inh	SENP8 block-2	UBC13 inh	SENP1 FRET inh
41	CCSc1nnc2n1C(C)(C)Cc1ccccc1-2	-1	-1	-10	-12	-1	13	8	2
42	Cc1c(CC(=O)NCCCCCC(=O)O)c(=O)oc2cc3occ(-c4ccccc4)c3cc12	6	-9	-3	-47	-8	-216	-5	-7
43	Cc1cc(Oc2ccc(N)cn2)ccc1Cl	-23	-1	-3	-17	-8	-19	7	-22
44	COc1ccccc1NS(=O)(=O)c1cc(NC(=O)c2cccs2)ccc1N1CCCCC1	9	-5	-13	-13	-7	6	-15	-1
45	CCc1ccccc1NC(=O)c1cccc(N2C(=O)C3C4CCC(C4)C3C2=O)c1 (stereo unspecified)	1	-2	3	2	-1	16	6	1
46	COc1ccc(-c2cc(C(=O)Nc3cc(Cl)ccc3O)no2)cc1	-8	-3	-1	-12	1	10	-4	1
47	Cc1cccc(C(=O)NC2CCN(S(=O)(=O)c3ccccc3F)CC2)c1	10	-15	-1	-6	-6	4	-2	3
48	COc1cc(C(=O)Nc2nnc(CC(C)C)s2)c([N+](=O)[O-])cc1OC	4	-8	-2	-3	-5	28	-21	4
49	COc1ccc(Oc2nnc(-c3ccc(C)cc3)c3ccccc23)cc1	-172	-6	-14	-29	-7	13	-5	2
50	Cc1ccc(CNC(=O)Cn2cnc3c(NCc4ccccc4)ncnc32)o1	9	-4	/	/	-1	9	/	-2
51	CC1CCN(C(=O)CNC(=O)c2ccc(Cl)cc2Cl)CC1	8	-12	-16	-1	-7	15	-6	1
52	Cc1nnc(NC(=O)C2CC(=O)N(C(C)c3ccccc3)C2)s1 (stereo unspecified)	-12	0	-8	-11	-1	3	9	2
53	COc1cccc(NC(=O)CN2C(=O)C3(OCCCO3)c3ccccc32)c1	-17	3	0	-2	-6	11	16	1
54	COc1ccc2c(c1)cc(C(=O)N/N=C/c1c(O)c(C(=O)O)cc3ccccc13)n2C	19	-3	-4	1	-1	-127	-18	-25
55	CC(C)(C)n1nnnc1C(c1ccccc1F)N1CCN(C(=O)c2ccco2)CC1 (stereo unspecified)	6	-5	-1	-15	-5	4	8	1
56	O=C(Nc1cccc(Cl)c1)c1ccncc1	-5	-9	-19	-10	-2	16	-4	0
57	CCOCCCn1c(C)nc2c(c1=O)c1nc3ccccc3nc1n2-c1ccc2c(c1)OCCO2	5	0	4	3	-8	/	6	/
58	CCOc1ccccc1NC(=O)CSc1nnc2ccc(-c3ccccn3)nn12	-3	3	6	-11	-4	-18	-10	0
59	CC(=O)NCCNC(=O)c1ccc2c(c1)S(=O)(=O)c1ccccc1C2=O	8	6	0	-5	1	7	-4	2
60	Cc1cc(C)cc(CSc2ccc(S(=O)(=O)N3CCCC3)cn2)c1	15	1	-1	-7	-2	11	14	2
61	OC1C[N+]2(CCCCC2)C1	-5	-2	-5	1	-5	6	-2	1
62	Cc1ccc(C(=O)Nc2ccc(NC(=O)c3ccc(C)o3)cc2)o1	-3	-4	1	18	-7	-10	-4	-1
